Source: PubChem BioAssay (The Scripps Research Institute Molecular Screening Center)
GBA enhancer – glucocerebrosidase activity enhancement | AID 784 | P04062 | activation, % at 10 µM | L444P Gaucher fibroblasts, 4-MU-glucoside fluorescence, 3 days | 30,000 compounds, 0.44% hits; in the data active = activation above about 65%;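 also: 0% = vehicle wells and 100% = positive control wells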
Target sequence (P04062 whole entry L483P): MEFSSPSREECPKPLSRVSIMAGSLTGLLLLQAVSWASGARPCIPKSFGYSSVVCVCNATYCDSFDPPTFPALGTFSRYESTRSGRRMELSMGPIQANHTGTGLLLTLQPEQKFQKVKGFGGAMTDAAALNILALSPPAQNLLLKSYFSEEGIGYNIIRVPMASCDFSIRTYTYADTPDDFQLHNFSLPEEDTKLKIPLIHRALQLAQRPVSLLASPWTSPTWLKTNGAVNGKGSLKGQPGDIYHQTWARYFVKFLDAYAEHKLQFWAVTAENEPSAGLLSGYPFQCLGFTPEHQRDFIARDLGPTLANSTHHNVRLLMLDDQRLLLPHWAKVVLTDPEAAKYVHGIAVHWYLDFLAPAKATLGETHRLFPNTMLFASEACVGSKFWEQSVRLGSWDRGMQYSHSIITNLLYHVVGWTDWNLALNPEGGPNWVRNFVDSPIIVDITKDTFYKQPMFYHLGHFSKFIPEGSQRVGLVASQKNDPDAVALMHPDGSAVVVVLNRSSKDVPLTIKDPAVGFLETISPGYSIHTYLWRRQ
Starred values were filed as active, the others as inactive.

SMILES	GBA enhancer
Cc1ccc(-n2nc3c(c2NC(=O)c2c(-c4ccccc4Cl)noc2C)CS(=O)(=O)C3)c(C)c1	-44.0
O=C(NCCc1ccccc1)c1cnc2sccn2c1=O	8.8
Cc1cc(Cl)c(S(=O)(=O)N2CCSCC2)cc1OCC(N)=O	-3.6
CC1(C)NC(=O)N(CC(O)COc2ccc(-c3ccc(C#N)cc3)cc2)C1=O (stereo not given)	-32.6
COc1ccccc1N1CCN(S(=O)(=O)c2ccccc2)CC1	-4.7
COc1cc2c(cc1OC)C(C)N(C(=O)CCN1C(=O)C3C4C=CC(C4)C3C1=O)CC2 (stereo not given)	31.9
O=C(CCN1C(=O)C2C3C=CC(C3)C2C1=O)Nc1ccccc1F (stereo not given)	10.4
COc1cccc(-n2nnc3c(=O)n(Cc4ccccc4F)cnc32)c1	-16.4
COC(=O)C1(CO)NC(c2cccs2)C2C(=O)N(c3ccccc3)C(=O)C21 (stereo not given)	0.2
COc1ccc(NC(=O)c2cccs2)cc1OC	-7.9
COc1cc(-c2ccc(NC(=O)CN3CCCCC3)c(OC)c2)ccc1NC(=O)CN1CCCCC1	12.6
N#CC1=C(N)N(c2ccccc2)C2=C(C(=O)CCC2)C1c1cccs1 (stereo not given)	5.4
Cc1ccc(NC(=O)C2CC(=O)NC(Nc3cccc(C)c3)=N2)cc1 (stereo not given)	14.9
CCOc1ccc(-c2nnc(-c3ccncc3)o2)cc1	8.5
Cc1ccc(C)c(N(CC(=O)NCc2ccco2)C(=O)CCC(=O)Nc2ccccn2)c1	-38.3
COc1ccc2[nH]c(=O)c(CN(Cc3nnnn3Cc3ccc(F)cc3)CC3CCCO3)cc2c1 (stereo not given)	-1.7
O=S(=O)(c1ccccc1)c1nc(-c2ccco2)oc1NCc1cccnc1	-6.2
CCOC(=O)C1=C(C)N=C2SC(C)C(=O)N2C1c1ccc(OCC)c(OCC)c1 (stereo not given)	-18.0
O=C1CC2CS(=O)(=O)CC2N1c1ccc(Oc2ccccc2)cc1 (stereo not given)	-50.0
COc1cc(OC)cc(OCC(O)Cn2ccnc2)c1 (stereo not given)	-12.6

Molecules listed so far that contain a thiophene ring, fused or not (three):
SMILES	GBA enhancer
COC(=O)C1(CO)NC(c2cccs2)C2C(=O)N(c3ccccc3)C(=O)C21 (stereo not given)	0.2
COc1ccc(NC(=O)c2cccs2)cc1OC	-7.9
N#CC1=C(N)N(c2ccccc2)C2=C(C(=O)CCC2)C1c1cccs1 (stereo not given)	5.4

5 neighbouring entries from above, quoted:
SMILES	GBA enhancer
COc1ccc2[nH]c(=O)c(CN(Cc3nnnn3Cc3ccc(F)cc3)CC3CCCO3)cc2c1 (stereo not given)	-1.7
O=S(=O)(c1ccccc1)c1nc(-c2ccco2)oc1NCc1cccnc1	-6.2
CCOC(=O)C1=C(C)N=C2SC(C)C(=O)N2C1c1ccc(OCC)c(OCC)c1 (stereo not given)	-18.0
O=C1CC2CS(=O)(=O)CC2N1c1ccc(Oc2ccccc2)cc1 (stereo not given)	-50.0
COc1cc(OC)cc(OCC(O)Cn2ccnc2)c1 (stereo not given)	-12.6

(cont.)
SMILES	GBA enhancer
O=C(NCCc1nc2ccccc2[nH]1)c1ccco1	-6.1
CCC(=O)NCC(c1cccs1)N1CCOCC1 (stereo not given)	-17.9
COc1ccc(OC)c(S(=O)(=O)N2CCC(C(=O)NCCc3ccc(OC)c(OC)c3)CC2)c1	-6.7
O=C1CC(/C=C/c2ccco2)=Nc2ccccc2N1	2.3
COCCCNC(=O)C1CC(=O)N(CCc2ccc(OC)c(OC)c2)C1 (stereo not given)	30.4
COc1cccc(C2=NOC(C(=O)NCCN3CCOCC3)C2)c1 (stereo not given)	3.2
O=C(OCC(=O)c1ccco1)c1ccc2ncsc2c1	-1.6
Cc1cccc(-c2nnc(NC(=O)c3ccc(Cl)cc3)o2)c1	1.5
Cc1c(NC(=O)Cn2nc(C(F)(F)F)c3c2CCCC3)c(=O)n(-c2ccccc2)n1C	-22.7
O=C(Nc1nccs1)C1C2CC3OC(=O)C1C3C2 (stereo not given)	-39.5
COc1cc(CNC2CCC(C)C2)cc(OC)c1 (stereo not given)	-3.1
O=C(O)C1C2CCC(C2)C1C(=O)Nc1nc2ccccc2s1 (stereo not given)	-9.8
CCOC(=O)Cc1[nH]nc2c1C(c1cccc(OC)c1OC)C(C#N)=C(N)O2 (stereo not given)	-0.8
COC(=O)c1cc(=O)n2c(-c3ccccc3)csc2n1	-34.8
CCS(=O)(=O)N1CCCC(C(=O)NC2CCCCC2C)C1 (stereo not given)	7.2
COc1ccccc1CNC(=O)C1CCN(S(=O)(=O)N2CC(C)CC(C)C2)CC1 (stereo not given)	2.3
Cc1cc(C(=O)N2CCN(C(c3ccccc3)c3ccccc3)CC2)no1	-3.0
CC(=O)c1c(C)[nH]c(C(=O)NCc2ccccc2Cl)c1C	-8.9
CN(C(=O)C1CCN(S(=O)(=O)c2cccs2)CC1)C1CCCCC1	-13.4
CCN(C(C)=O)c1nnc(CSc2nc3ccccc3s2)s1	-37.6
Fc1ccc(C(c2nnnn2Cc2cccs2)N2CCN(C3CCCC3)CC2)cc1 (stereo not given)	5.9
O=C(O)c1cc(-c2ccccc2)nc2ccccc12	-11.9
CN1CCN(C(=O)C(Cc2ccccc2)NS(=O)(=O)c2ccc3c(c2)CCC(=O)N3)CC1 (stereo not given)	-0.8
Cc1cccn2c(=O)c3cc(C(=O)NCC4CCCO4)n(C)c3nc12 (stereo not given)	-8.7
CC(=O)c1ccc2c3c(ccc(O)c13)CC2	-11.9
N#Cc1nc(-c2ccco2)oc1N1CCOCC1	-13.2
COc1ccc2oc(C(=O)C3CC3)c(N)c2c1	-11.6
O=C(O)COc1ccc2c(-c3ccccc3)cc(=O)oc2c1	11.9
COc1ccc(OC)c(C(c2nnnn2CCC(C)C)N2CCN(C(=O)c3ccco3)CC2)c1 (stereo not given)	-45.4
Cc1cccc(NC(=O)c2oc3ccc(S(=O)(=O)N4CCOCC4)cc3c2C)c1C	-2.2
O=C(OC1CCOC1=O)c1ccc2ccccc2n1 (stereo not given)	-8.8
COc1cccc(CNC(=O)C2CCN(S(=O)(=O)c3ccccc3)CC2)c1	-15.3
COC(=O)Cc1c(C)c2ccc(OCC(=O)NCc3ccc4c(c3)OCO4)cc2oc1=O	-11.3
COCC(C)NCc1ccc(C)cc1C (stereo not given)	3.7
COC(=O)C1C(=O)c2c([nH]c(C(=O)OCC3CCCO3)c2C)CC1C (stereo not given)	-12.0
CCN1CCCC1CNC(=O)COc1cc(=O)n(C)c2ccccc12 (stereo not given)	-2.0
O=C(COC(=O)CCC1CCCC1)Nc1ccc(Cl)cn1	-11.1
CC(C)(C)C1=Nn2c(nnc2-c2ccccc2F)SC1	2.1
Cc1csc(SCC(=O)Nc2ccc(S(=O)(=O)N3CCCC3)cc2)n1	-4.9
COc1ccc2nc(N3CCCCC3)c(C#N)cc2c1	23.7
CCOC(=O)c1ccc(NC(=O)N2CCc3ccccc32)cc1	-26.1
Cc1cc(C)nc(Nc2nc(C)c3cc4c(cc3n2)OCO4)n1	-4.1
COC(=O)c1ccccc1NC(=O)Cn1c(=O)oc2ccc(Cl)cc21	-12.1
O=C(Nc1ccc(O)c(C(=O)O)c1)c1ccc2c(c1)C(=O)N(CC1CCCO1)C2=O (stereo not given)	-2.1
S=C(Nc1ccccn1)c1ccccn1	7.9
COc1ccc(CCN2C(=O)c3[nH]nc(-c4ccccc4O)c3C2c2ccccc2)cc1OC (stereo not given)	-8.3
O=S(=O)(Nc1ccc(-c2cn3ccsc3n2)cc1)c1ccc2c(c1)OCCO2	-14.3
O=C(NCc1cccc(Cl)c1)c1cccnc1	-40.5
CC(Oc1ccc(Cl)cc1Cl)c1nc(-c2ccc(NC(=O)c3cccnc3)cc2)no1 (stereo not given)	18.1
c1ccc(CNC2=NCCC2)nc1	9.5
CC(C(=O)N1c2ccccc2Sc2ccccc21)n1nnc(-c2cccs2)n1 (stereo not given)	-1.1
CC(=O)c1ccc(NC2CC(O)C(O)CO2)cc1 (stereo not given)	4.6
Cc1cccc(-n2c(=O)[nH]c3c(C(N)=O)nc(C(C)C)nc32)c1	14.3
Clc1nc2sccn2c1/C=N/n1cnc2ccccc21	-19.1
O=C1CN(CC(=O)N2CCCCC2)c2ccccc2O1	-28.4
CC1CCC(NC(=O)CN2CCCN(Cc3ccc(F)cc3Cl)C2=O)CC1 (stereo not given)	-15.1
CCn1c(C(=O)NCc2cccnc2)cc2sc(Cl)cc21	-22.0
CCc1c(C)c2cc(Cl)c(O)c(CN(CC)CC)c2oc1=O	-14.8
O=C(NC1CC1)c1ccc(S(=O)(=O)NCC2CCCCC2)cc1	-30.1
O=C(COC(=O)C1CCCN1C(=O)c1cccs1)Nc1ccc2c(c1)OCO2 (stereo not given)	-49.3

Brought forward from above: two compounds, followed by the next part.
SMILES	GBA enhancer
O=C(NC1CC1)c1ccc(S(=O)(=O)NCC2CCCCC2)cc1	-30.1
O=C(COC(=O)C1CCCN1C(=O)c1cccs1)Nc1ccc2c(c1)OCO2 (stereo not given)	-49.3
O=C(CSC1=NCCS1)Nc1ccccc1F	-24.9
CCOCCCNC(=O)c1ccc(OC)cc1	-34.7
COc1cc(C(=O)NCc2nnc(SCC(=O)N3CCC(C)CC3)o2)cc(OC)c1OC	-42.5
Cc1ccc(Oc2nc3ccccc3n3c(C)nnc23)cc1	0.8
CCOC(=O)N1CCN(C(=O)c2cc3c(ccc4ccccc43)oc2=O)CC1	-36.0
CCOc1ccc(-c2nnc3ccc(SCC(=O)NCc4ccco4)nn23)cc1	-8.4
Fc1ccc(C(c2nnnn2C2CCCC2)N2CCN(Cc3ccncc3)CC2)cc1 (stereo not given)	4.0
CN(C)S(=O)(=O)c1ccc(C(=O)Oc2cc(=O)[nH]c3ccccc23)cc1	-10.3
COc1ccc(-c2cc(C(=O)Nc3c(C)nn(Cc4ccccc4Cl)c3C)no2)cc1	-11.1
Nc1nnc(CCC2CCCCC2)s1	-19.1
CCC(C(=O)NCCN1CCN(C)CC1)n1c(C)c2cnn(-c3ccccc3)c(=O)c2c1C (stereo not given)	-12.5
CCOc1ccc(NC(=O)C2CC=CCC2C(=O)O)cc1 (stereo not given)	-4.3
CCOC(=O)c1[nH]c(CSc2nnc(-c3ccc(OC)cc3)o2)c(C(=O)OCC)c1C	-54.7
COC(=O)CSc1nc2c(c(=O)[nH]c(=O)n2C)n1CCC(C)C	-5.2
Cc1cc(C(C)(C)C)cc(S(=O)(=O)NCC(=O)O)c1C	-2.4
N#Cc1cn(CC(=O)NCCc2c[nH]c3ccccc23)c2ccccc12	-41.4
CCOc1ccc(-c2nnc(N)o2)cc1	7.3
Nc1nc(N)nc(-c2ccccn2)n1	-5.6
COC(=O)CCN1CCC(C(N)=O)CC1	32.1
Cc1ccc(C(=O)Nc2ccc3c(c2)ncn3C)cc1	13.9
O=C(NC1(C(F)(F)F)NC(=O)N(Cc2cccnc2)C1=O)c1cccs1 (stereo not given)	7.3
COc1ccc(-c2nnc(-c3ccc(N(C)C)cc3)o2)cc1	4.9
COc1ccc2nc(SCC(=O)Nc3ccc4c(c3)OCCO4)[nH]c2c1	3.2
COc1ccc(OC)c(CNC(=O)C2CCN(S(=O)(=O)N3CCCC3)CC2)c1	9.6
O=C(CSc1nnc(Cc2ccccc2)n1-c1ccc(Cl)cc1)N1CCOCC1	-6.6
CS(=O)(=O)N1CCC(C(=O)Nc2ccc(OCc3ccccc3)cc2)CC1	-17.4
Cc1nnc(SCC(=O)c2cc(C)n(-c3ccc4c(c3)OCO4)c2C)s1	2.7
CC(=O)N(C(C)=O)c1c(C#N)c(C)n(-c2ccccc2)c1C(=O)c1ccccc1	-9.7
O=C(NC1CCCC1)C1CCCN1C(=O)Nc1ccc(Cl)cc1 (stereo not given)	-11.9
CCCCCOC(=O)C1[C@H]2C(=O)N(Cc3cccs3)C[C@]23C=C[C@H]1O3 (stereo not given in full)	-9.9
O=S1(=O)CC(N2CCCCC2)C(N2CCCCC2)C1 (stereo not given)	-31.0
C=CCn1c(Cc2csc(N)n2)nnc1SCc1ccc(C(=O)OC)cc1	7.6
Cc1ccc(CS(=O)(=O)CCC(=O)NCCCOC(C)C)cc1	18.1
O=C(O)c1cc(=O)c2c(OCC(O)COc3cccc4oc(C(=O)O)cc(=O)c34)cccc2o1	-10.2
CCOC(=O)c1c(C)[nH]c2ccc(O)cc12	6.8
CCOC(=O)c1ccc(CNC(=O)C(Cc2c[nH]c3ccccc23)NC(C)=O)o1 (stereo not given)	26.1
CCN(CC)c1ccc(NC(=O)c2ccc(NC(=O)C3CCCO3)cc2)c(C)c1 (stereo not given)	-5.6
O=C(c1ccco1)N1CCN(S(=O)(=O)c2cccs2)CC1	-24.4
O=C(Nc1ccccc1N1CCOCC1)c1ccc2ccccc2n1	19.8
O=C(CSc1nnc(CNC(=O)c2cccs2)o1)NC1CCCCC1	-49.7

Rewritten field by field: entries from further up
CC(=O)N(C(C)=O)c1c(C#N)c(C)n(-c2ccccc2)c1C(=O)c1ccccc1
  GBA enhancer: -9.7
COc1ccc(-c2nnc(-c3ccc(N(C)C)cc3)o2)cc1
  GBA enhancer: 4.9
O=C(NC1(C(F)(F)F)NC(=O)N(Cc2cccnc2)C1=O)c1cccs1 (stereo not given)
  GBA enhancer: 7.3
CCN(CC)c1ccc(NC(=O)c2ccc(NC(=O)C3CCCO3)cc2)c(C)c1 (stereo not given)
  GBA enhancer: -5.6

Next section
SMILES	GBA enhancer
O=C(Nc1ccc(OC(=O)c2ccncc2)cc1)c1ccncc1	6.2
O=C(C1CC(=O)N(C2CCCC2)C1)N1CCC(Cc2ccccc2)CC1 (stereo not given)	-12.2
COc1cc(NC(=O)c2ccc(Br)o2)ccc1NC(=O)C(C)C	-1.1
O=C(O)C1C2C=CC(C2)C1C(=O)NCc1ccoc1 (stereo not given)	-3.9
CCCc1cc(=O)n2[nH]c(-c3ccc(Br)cc3)cc2n1	-21.6
COc1ccc(CN2CCN(S(=O)(=O)c3ccccc3)CC2)c(OC)c1	-8.0
O=C(CN1CCN(S(=O)(=O)c2ccccc2)CC1)Nc1cccc(C(F)(F)F)c1	-1.2
Cc1cc(C)nc(SCCn2c(N3CCC(C)CC3)nc3c2c(=O)n(C)c(=O)n3C)n1	-18.6

The list is partial; count on the stated rates, not on these rows.
